Source: PubChem (several laboratories)
PfHsp90 set2 – reduces growth (ATP signal) of yeast expressing P. falciparum Hsp90. S. cerevisiae expressing PfHsp90, BacTiter-Glo ATP, 48 h; yeast lacking PDR1 and PDR3 efflux regulators. inhibition, % at 9.4 µM. actives 0.32% (n = 310,000). AID 504621;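 active = every replicate shows inhibition above about 80%, whatever the replicate mean, limit read from the data; inconclusive = mean inhibition reaches the set limit but some replicate falls short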;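 also: 0% = DMSO neutral controls and 100% = 20 µM radicicol positive controls; yeast relying on Plasmodium falciparum Hsp90 in place of its own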
Tat transport – blocks Tat-dependent protein export in E. coli; E. coli MC4100 TorA-mCherry Tat export, fluorescence; actives 0.036% (n = 340,000); AID 488895; inhibition, % at 10 µM;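 active = mean replicate inhibition at least 50% and at least half of replicates individually reaching 50%; inconclusive = only one of the two criteria met; inactive = neither criterion met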;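 also: exported cargo escapes ClpAP degradation while cytoplasmic cargo is degraded and loses fluorescence; 0% = median of neutral control wells and 100% = median of NaSCN control wells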
E coli growth – bacterial growth inhibition, counter-screen for AddAB inhibitors; E. coli V3065 growth, OD600 absorbance, 18 h; inhibition, % at 11.9 µM; actives 0.27% (n = 330,000); AID 449728;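 active = inhibition above the campaign's mean inhibition across all tested compounds plus 3 SD, cut at about 9.9% in these data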;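 also: uninfected addAB+ strain grown without phage in ampicillin broth; 0% = DMSO wells and 100% = ciprofloxacin 0.95 µg/ml wells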
Arrestin-AP2 inh – blocks beta-arrestin peptide binding to AP2 adaptin. FITC-arrestin peptide / GST-AP2 beads, flow cytometry; AP2 beta2 appendage carries R879A mutation. inhibition, % at 10 µM. actives 0.31% (n = 340,000). AID 504490;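 active = inhibition above a set limit, near 3 SD of compounds lacking own fluorescence, cut at about 54% in these data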;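 also: plate controls were DMSO wells for no effect and 5 µM unlabelled arrestin peptide for full effect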
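Measured by: flow cytometry, FL1 (488/535 nm); Material: AP2 appendage R879A on GSH beads; Evaluation: percent response; Timing: pre-incubation 12 min, peptide binding 1 h, room temperature; Also added: 50 nM FITC-arrestin peptide; Medium: PBS with 0.05% Tween 20 and 0.1% BSA.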
MOR-DOR ag – agonists of human mu-delta opioid receptor heterodimerization. cells, OPRM1-OPRD1 heterodimerization, luminescence. activation, % at 9.3 µM. P35372+P41143. actives 0.3% (n = 340,000); in the data active = activation above about 18%;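 also: 0% = vehicle-treated cells and 100% = reference agonist; values of inactives mirror those of a sister screen read the other way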
Target sequence (P35372 whole entry, looked up): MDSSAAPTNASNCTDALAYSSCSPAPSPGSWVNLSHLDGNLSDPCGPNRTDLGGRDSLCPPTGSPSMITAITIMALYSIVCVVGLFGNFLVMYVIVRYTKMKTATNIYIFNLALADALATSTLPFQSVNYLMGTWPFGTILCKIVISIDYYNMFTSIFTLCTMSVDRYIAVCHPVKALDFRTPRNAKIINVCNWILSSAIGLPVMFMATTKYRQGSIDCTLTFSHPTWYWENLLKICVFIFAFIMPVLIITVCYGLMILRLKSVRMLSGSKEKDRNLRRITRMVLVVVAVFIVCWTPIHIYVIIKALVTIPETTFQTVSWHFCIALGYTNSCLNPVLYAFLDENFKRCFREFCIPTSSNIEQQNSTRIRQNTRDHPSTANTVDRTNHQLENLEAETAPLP
Target sequence (P41143 whole entry, looked up): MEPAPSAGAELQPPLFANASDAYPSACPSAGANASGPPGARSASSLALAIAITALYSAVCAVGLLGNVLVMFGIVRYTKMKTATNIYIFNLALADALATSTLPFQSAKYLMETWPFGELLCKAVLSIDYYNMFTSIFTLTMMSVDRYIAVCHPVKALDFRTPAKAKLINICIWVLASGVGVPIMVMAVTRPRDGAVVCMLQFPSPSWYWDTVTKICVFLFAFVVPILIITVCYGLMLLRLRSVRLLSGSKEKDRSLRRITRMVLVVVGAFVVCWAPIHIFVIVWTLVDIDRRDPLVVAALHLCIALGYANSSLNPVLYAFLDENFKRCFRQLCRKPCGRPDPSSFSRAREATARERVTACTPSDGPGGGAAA
DSG3 Ab inh – inhibitors of pemphigus antibody binding to human desmoglein-3; P32926; DSG3-coupled beads, scFv-anti-DSG3-GFP binding, flow cytometry; stronger effect = lower value; binding (percent of control), % at 10 µM; actives 0.48% (n = 310,000);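 active = binding more than 3 SD below its plate's average and above zero; inconclusive = below that plate limit but binding exactly zero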;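 also: hits lower antibody fragment binding to DSG3; some compounds called inactive have numbers as strong as hits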
AddAB inh – less growth of phage-infected E. coli with AddAB | E. coli expressing H. pylori AddAB, absorbance growth | inhibition, % at 11.9 µM | actives 0.29% (n = 330,000) | AID 435030; in the data active = inhibition above about 12%;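 also: 0% = vehicle wells of infected cells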
phage Ecoli inh – E. coli growth loss with phage present; growth absorbance; inhibition, % at 11.9 µM; actives 0.26% (n = 360,000); in the data active = inhibition above about 11%
SUMO Mot1 rescue – inhibitors of SUMOylation pathway: yeast Mot1-301 growth rescue; S. cerevisiae Mot1-301 growth rescue, ATP luminescence, 38.5C; percent above DMSO median, 100 means doubled; growth rescue, % at 18.8 µM; actives 1% (n = 320,000);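 active = every valid replicate shows activation above 250% relative to neutral control wells; inactive = the rest, any valid replicate at or below 250%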;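 also: OY570 slx delta 5 strain wells were the positive control but not used for scaling; some compounds called inactive have numbers as strong as hits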
PKA-R1A activ – activates the PKA-R1A holoenzyme complex | P00514+P68181 | PKA-R1A dissociation, Cy5-IP20 fluorescence polarization; scaled: DMSO 0%, 113 µM cGMP 100% | activation, % at 11.4 µM | actives 0.083% (n = 340,000);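 active = percent activation above the mean of all tested compounds plus 3 SD, cut at about 19% in these data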;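 also: higher means more PKAc released from R1A so a rise in polarization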
OPRM1-OPRD1 inv – inverse agonists of human mu-delta opioid receptor heterodimerization. P35372+P41143. cell-based MOR-DOR heterodimer luminescence, inverse agonism. actives 0.21% (n = 340,000). inhibition, % at 9.3 µM. AID 504357; in the data active = inhibition above about 22%, passing the limit was not always enough;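 also: 0% = cells with DMSO and 100% = wells without cells with DMSO; values of inactives mirror those of a sister screen read the other way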
The depositor's hits bear a star; ? = inconclusive; . = no result given.

SMILES	PfHsp90 set2	Tat transport	E coli growth	Arrestin-AP2 inh	MOR-DOR ag	DSG3 Ab inh	AddAB inh	phage Ecoli inh	SUMO Mot1 rescue	PKA-R1A activ	OPRM1-OPRD1 inv
CCC1SC(C)C/C(=N/NC(N)=O)C1C (stereo not drawn)	-6	?	-0.3	-6	-3.2	.	0.6	3.0	5	-3	16
O=C(O)c1c2c(nc3ccccc13)/C(=C/c1ccc(OC(F)F)cc1)CCC2	14	-2	2.1	-9	-1.1	115	2.7	-4.3	-17	4	8
Cc1nnc(SCC(=O)NC(C)(C)C)n1NCc1ccc(N(C)C)cc1	10	5	1.6	1	-3.8	126	2.7	-0.7	-15	-4	19
COc1cc2ccc(=O)oc2cc1O	20	-3	-0.3	-1	-1.3	.	3.7	1.5	-3	-8	6
N#C/C(=C/c1ccc(F)cc1)S(=O)(=O)c1ccccc1	6	-2	1.8	3	-1.9	119	2.6	2.9	-9	1	10
C/C(Cn1nnc([N+](=O)[O-])n1)=N\NC(=O)c1ccccc1	9	-8	3.7	2	2.8	95	4.0	0.2	5	-11	-16
CN(CCNC(=O)C1CCCN(c2ncnc3c2nc2n3CCCCC2)C1)Cc1ccccc1 (stereo not drawn)	9	14	-0.9	15	-0.5	127	-0.8	3.5	-3	-5	2
CC(=O)c1c(C)n(CCc2ccc(Cl)cc2)c2ccc(O)cc12	20	-5	-0.7	0	-2.9	113	2.1	-1.0	4	2	14
CN(Cc1ccccc1)C(=O)CN(Cc1ccccc1)S(C)(=O)=O	-8	-7	-1.6	0	-0.3	.	-1.1	-2.1	1	-5	2
FC(F)(F)c1nc(SCc2ccccc2)n[nH]1	6	13	-2.6	11	-1.6	110	0.6	-0.3	132	-8	8
O=C(COC(=O)/C=C/c1ccccc1)Nc1nnc(-c2ccccc2)o1	.	-2	-4.8	-3	-1.6	108	-6.1	-6.5	109	-9	8
COc1ccc(CN2C3CCCC2CC(NC(=O)Nc2cccc(C)c2)C3)cc1 (stereo not drawn)	11	6	0.7	-1	0.0	.	1.4	4.1	-7	-3	0
CCOc1ccc(CC(=O)NNC(=S)Nc2ccccc2)cc1Br	0	14	-0.4	9	-4.0	.	2.5	2.1	2	-7	16
Cc1ccc(S(=O)(=O)c2c(CO)c(-c3ccccc3)nn2C)cc1	10	-12	-2.9	31	-2.0	101	-0.4	0.9	-2	-6	11
O=C(c1ccc(S(=O)(=O)c2ccc(Cl)cc2)cc1)N1CCOCC1	9	-7	1.4	-3	-1.3	83	-0.3	2.6	33	5	7
CCN(CC)S(=O)(=O)c1ccc(OC)c(NC(=O)COc2ccccc2[N+](=O)[O-])c1	-18	-4	1.0	-3	2.4	107	5.0	2.0	3	2	-13
C[C@@H]1C[C@H](Nc2ccccc2)c2ccccc2N1C(=O)c1cccnc1	4	16	0.9	7	1.3	110	2.9	2.6	157	-9	-7
C=CCNC(=O)N[C@@H](Cc1ccccc1)C(=O)OC	10	2	0.0	12	-1.6	103	1.4	1.3	-3	-10	8
O=C(NCc1ccc(F)cc1)C1CCCN(S(=O)(=O)c2cccnc2)C1 (stereo not drawn)	-13	2	1.4	12	-2.0	112	1.1	1.3	-6	0	11
O=C1CN(C(=O)COc2ncnc3ccccc23)c2ccccc2N1	.	1	1.0	6	-2.6	.	3.6	0.4	16	3	13
CCOCCCN(C)C1CCN(C(=O)c2oc3ccccc3c2NC(=O)Cc2cccc([N+](=O)[O-])c2)CC1	8	6	-3.6	18	0.5	98	2.9	1.2	-6	-3	-2
O=S(=O)(Nc1ccccn1)c1cc(Cl)ccc1Cl	0	-3	2.2	-12	-2.6	96	-1.2	-0.2	-15	7	15
COc1ccc(NC(=O)c2ccc(-c3ccc(OC)cc3)s2)cc1	11	6	0.4	-4	-0.7	55*	4.0	2.1	2	6	3
COc1cc(NC(=O)C/C(C)=N/NC(=O)c2cccs2)c(OC)cc1Cl	-3	1	-0.6	0	0.4	95	2.0	3.5	349	-6	-2
O=CN1CCN(C2CC(=O)N(c3ccc4c(c3)OCO4)C2=O)CC1 (stereo not drawn)	6	8	-2.1	1	1.4	101	0.9	3.5	-6	-10	-8
COc1ccccc1NC(=O)Cc1nn(C)c(=O)c2ccccc12	-12	-3	0.5	13	-1.5	.	2.3	.	.	-17	9
CC(=O)Nc1cc(O)cc(O)c1	-27	-7	0.9	6	-1.3	102	-0.5	0.6	150	11	7
Fc1ccc(-c2nnc(Cc3nnc(-c4ccc(F)cc4)o3)o2)cc1	0	7	2.4	13	-2.4	102	1.8	1.6	5	-11	13
c1ccc2cc(OCCN3CCCC3)ccc2c1	-59	-6	-0.1	-7	-4.6	124	-0.1	1.2	12	-14	21
Oc1ccc(/C=N/Nc2ncc(Br)cn2)c(O)c1	-20	-9	-4.3	15	-0.4	96	5.1	-6.1	1	1	2

An excerpt from above in order of their number in Tat transport, lowest first.
SMILES	Tat transport
CC(=O)Nc1cc(O)cc(O)c1	-7
COc1ccccc1NC(=O)Cc1nn(C)c(=O)c2ccccc12	-3
CCOCCCN(C)C1CCN(C(=O)c2oc3ccccc3c2NC(=O)Cc2cccc([N+](=O)[O-])c2)CC1	6

Further compounds.
SMILES	PfHsp90 set2	Tat transport	E coli growth	Arrestin-AP2 inh	MOR-DOR ag	DSG3 Ab inh	AddAB inh	phage Ecoli inh	SUMO Mot1 rescue	PKA-R1A activ	OPRM1-OPRD1 inv
COC(=O)c1ccc(CNC(=O)C23CC4CC(CC(C4)C2)C3)cc1	-15	10	-1.2	-1	1.0	102	0.5	1.4	-24	0	-8
COc1ccc(NC(=O)CN(C)C(=O)c2cccc3ccccc23)cc1	-12	3	-0.9	24	-0.2	102	2.2	1.6	52	10	1
COc1ccc(C(=O)NC(=S)N2CCOCC2)cc1OC	7	-9	-0.1	-6	-0.2	106	2.2	3.8	9	-12	1
Cc1cc([N+](=O)[O-])cc(/C=N\NC(=O)C2COc3ccccc3O2)c1O (stereo not drawn)	-16	-3	0.0	0	0.6	102	4.8	0.9	-16	-12	-3
Cc1cc(C)nc(CCNC(=O)c2cc(COc3c(C)cccc3C)on2)n1	-6	4	0.3	-4	-4.0	101	-0.6	1.2	-4	-9	22
CC(=O)Nc1ccc(S(=O)(=O)N(C)CC(=O)OC(C)C(=O)NC2CCCC2)cc1 (stereo not drawn)	-8	-22	1.4	7	-3.6	102	-0.1	2.0	7	11	19
O=C(O)C1CSC(c2ccccc2Cl)N1C(=O)c1ccc(Cl)cc1 (stereo not drawn)	-40	-5	0.0	5	-2.4	118	-0.2	2.7	30	-7	13
CC(=O)N1CCC(c2c[nH]c3ccccc23)CC1	-5	-5	0.5	31	-3.0	.	4.0	-0.4	1	-3	15
CCOC(=O)C1=C(SCC)c2cc3c(n2C1=O)CCCC3	25	1	-0.9	-5	-0.8	92	0.0	2.5	36	-10	5
Cc1cc(C)cc(NC(=O)c2cc(C)nn2C)c1	-46	6	0.3	-5	-1.2	99	2.9	2.3	.	-4	8
COc1ccc(Cl)cc1NS(=O)(=O)c1cccc(C(=O)NCC2CCCO2)c1 (stereo not drawn)	17	11	0.4	-15	-3.3	.	2.0	0.4	4	-6	18
O=C1c2cccc3cccc(c23)C(=O)N1CCCN(C(=O)c1cccs1)c1cccc(F)c1	-26	-2	0.5	4	-2.5	104	-1.9	-0.9	-3	-6	13
Cc1ccc2c(c1)NCCO2	-1	1	-1.4	-4	-0.9	96	1.0	2.3	-8	7	5
CCN(Cc1ccncc1)Cc1ccc(OC)cc1OC	0	1	-2.8	-5	-1.6	107	2.0	-0.5	16	-8	8
OC(COc1ccccc1)CN1CCN(c2cccc(Cl)c2)CC1 (stereo not drawn)	3	-2	.	31	0.6	99	.	2.8	.	3	-3
Cc1ccc(CNC(=O)C2CN(S(C)(=O)=O)c3cc(Cl)ccc3O2)cc1 (stereo not drawn)	7	-3	-1.8	12	-0.1	102	-0.1	3.2	0	-12	0
COc1cccc(C(=O)OCc2ccccc2C#N)c1O	.	-1	1.2	9	0.6	.	0.9	1.2	-5	-11	-3
CCOc1ccc2nnnn2n1	-2	-4	-0.1	-3	1.2	109	0.3	2.8	-8	0	-7

Grouped by structure, the compounds so far containing a Cl atom
SMILES	PfHsp90 set2	Tat transport	E coli growth	Arrestin-AP2 inh	MOR-DOR ag	DSG3 Ab inh	AddAB inh	phage Ecoli inh	SUMO Mot1 rescue	PKA-R1A activ	OPRM1-OPRD1 inv
CC(=O)c1c(C)n(CCc2ccc(Cl)cc2)c2ccc(O)cc12	20	-5	-0.7	0	-2.9	113	2.1	-1.0	4	2	14
O=C(c1ccc(S(=O)(=O)c2ccc(Cl)cc2)cc1)N1CCOCC1	9	-7	1.4	-3	-1.3	83	-0.3	2.6	33	5	7
O=S(=O)(Nc1ccccn1)c1cc(Cl)ccc1Cl	0	-3	2.2	-12	-2.6	96	-1.2	-0.2	-15	7	15
COc1cc(NC(=O)C/C(C)=N/NC(=O)c2cccs2)c(OC)cc1Cl	-3	1	-0.6	0	0.4	95	2.0	3.5	349	-6	-2
O=C(O)C1CSC(c2ccccc2Cl)N1C(=O)c1ccc(Cl)cc1 (stereo not drawn)	-40	-5	0.0	5	-2.4	118	-0.2	2.7	30	-7	13
COc1ccc(Cl)cc1NS(=O)(=O)c1cccc(C(=O)NCC2CCCO2)c1 (stereo not drawn)	17	11	0.4	-15	-3.3	.	2.0	0.4	4	-6	18
OC(COc1ccccc1)CN1CCN(c2cccc(Cl)c2)CC1 (stereo not drawn)	3	-2	.	31	0.6	99	.	2.8	.	3	-3
Cc1ccc(CNC(=O)C2CN(S(C)(=O)=O)c3cc(Cl)ccc3O2)cc1 (stereo not drawn)	7	-3	-1.8	12	-0.1	102	-0.1	3.2	0	-12	0
